Screening results as filed in PubChem BioAssay.
NALP1 inh – NALP1 inhibition; S. cerevisiae NALP1/ASC/caspase-1 growth, X-gal OD620, 72 h; inhibition, % at 10 µM; hit rate 0.61% among 280,000; AID 2071; in the data active = inhibition mostly above about 24%, no sharp cut-off; inactive = mostly below about 32%; note: some compounds called inactive have numbers as strong as hits
OXTR potentiator – potentiators of human oxytocin receptor. P30559. CHO-OTR cells, Fluo-8 calcium fluorescence, potentiator mode; 0% = oxytocin EC15, 100% = EC100. activation, % at 3 µM. hit rate 0.061% among 320,000;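 active = activation above that plate's cutoff, the mean activation of tested compounds plus 3 SD, cut at about 6.6% in these data, passing the limit was not always enough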;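 note: 100% uses oxytocin at 75 nM as the full agonist control; some results filed as inactive read as strong as hits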
Target sequence (P30559 whole entry, looked up): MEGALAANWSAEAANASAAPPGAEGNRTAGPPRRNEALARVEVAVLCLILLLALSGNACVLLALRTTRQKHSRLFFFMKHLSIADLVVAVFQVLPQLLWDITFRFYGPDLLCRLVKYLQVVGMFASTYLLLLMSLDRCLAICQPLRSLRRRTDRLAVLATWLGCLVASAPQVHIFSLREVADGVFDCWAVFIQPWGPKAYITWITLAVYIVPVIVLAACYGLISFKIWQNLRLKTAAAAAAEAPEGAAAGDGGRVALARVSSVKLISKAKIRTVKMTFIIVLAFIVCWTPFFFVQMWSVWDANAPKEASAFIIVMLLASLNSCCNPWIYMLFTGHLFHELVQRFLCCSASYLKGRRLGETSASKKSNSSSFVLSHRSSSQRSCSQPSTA
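test system = CHO-OTR cells, human receptor | compound = single-point 3.0 µM | schedule = 6 min compound pre-incubation at room temperature, 100 s kinetic read | signal = Fluo-8 no-wash calcium dye fluorescence, excitation 470-495 nm, emission 515-575 nm | repeats = single well per compound, singlicate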
GPR7 antagonist – antagonists of human GPR7 (neuropeptides B/W receptor 1); inhibition, % at 4.4 µM; P48145; GPR7-expressing cells, fluorescence antagonist assay; hit rate 1.1% among 290,000; in the data active = inhibition above about 16%, passing the limit was not always enough;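 note: cells stimulated with the agonist NPW; 0% = agonist with vehicle and 100% = vehicle without agonist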
Target sequence (P48145 whole entry, looked up): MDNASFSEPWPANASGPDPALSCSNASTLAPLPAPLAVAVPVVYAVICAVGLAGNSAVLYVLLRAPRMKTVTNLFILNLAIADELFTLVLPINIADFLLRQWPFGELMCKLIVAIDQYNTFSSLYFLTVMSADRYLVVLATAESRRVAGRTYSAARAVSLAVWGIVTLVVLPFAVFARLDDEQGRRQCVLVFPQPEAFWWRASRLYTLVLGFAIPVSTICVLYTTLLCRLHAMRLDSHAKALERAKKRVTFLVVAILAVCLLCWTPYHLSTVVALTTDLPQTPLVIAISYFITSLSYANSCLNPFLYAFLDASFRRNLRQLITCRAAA
V1R ag counter – activates human V1a receptor in oxytocin agonist counter-screen. P37288. CHO-V1R cells, Fluo-8 calcium fluorescence, agonist mode; 0% DMSO, 100% 3 nM vasopressin. activation, % at 3 µM. hit rate 0.25% among 320,000. AID 2797;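 active = activation above the mean activation of all tested compounds plus 3 SD, per screening run, cut at about 20% in these data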;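 note: signal is peak over basal fluorescence ratio across a 100 second FLIPR read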
OXTR ag – human OXTR agonism; P30559; CHO-OTR cells, Fluo-8 calcium fluorescence; normalized: DMSO 0%, oxytocin 100%; activation, % at 3 µM; hit rate 0.32% among 320,000; AID 2435;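 active = activation above the mean of all tested compounds plus 3 SD, cutoff set per screening run, cut at about 20% in these data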;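 note: peak over basal fluorescence ratio from a 100 s FLIPR kinetic read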
GalR3 antag – human GalR3 antagonism; O60755; HEK293 GalR3-CNG cAMP membrane potential fluorescence; galR3 body fused to GalR1 C-terminus; inhibition, % at 3 µM; hit rate 0.44% among 360,000; AID 651719;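 active = inhibition above the screen-wide average plus 3 SD, cut at about 13% in these data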;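 note: forskolin and galanin both at EC90 stimulate the cells; cAMP rise reported by CNG channel membrane potential dye signal; 0% = forskolin plus galanin with DMSO and 100% = forskolin alone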
Target sequence (O60755 1-299 limits assumed): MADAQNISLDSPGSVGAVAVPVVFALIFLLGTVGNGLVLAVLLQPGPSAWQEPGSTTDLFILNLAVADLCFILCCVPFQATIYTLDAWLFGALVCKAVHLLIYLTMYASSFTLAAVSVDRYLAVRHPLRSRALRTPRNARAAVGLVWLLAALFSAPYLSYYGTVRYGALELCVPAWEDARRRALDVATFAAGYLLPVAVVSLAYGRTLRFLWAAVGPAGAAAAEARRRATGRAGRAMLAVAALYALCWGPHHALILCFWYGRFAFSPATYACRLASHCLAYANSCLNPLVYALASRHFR
MEKK2 mut-MEK5 – signal of MEK5 binding to mutant human MEKK2 PB1 domain; bead flow cytometry, Alexa488-MEK5 binding to MEKK2 mutant; percent response, % at 10 µM; hit rate 0.35% among 290,000; AID 1530; in the data active = percent response above about 24%, passing the limit was not always enough; note: inactives centre near 1; some results filed as inactive read as strong as hits; reference of the scale not given here
M18AAP inhibitor – blocks P. falciparum M18 aspartyl aminopeptidase. recombinant PfM18AAP, H-Glu-NHMec fluorogenic cleavage. inhibition, % at 7.35 µM. hit rate 1.2% among 290,000;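 active = inhibition above the campaign mean inhibition over all tested compounds plus 3 SD, cut at about 28% in these data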;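 note: 0% = plate median of test compound wells and 100% = 2 mM ZnCl2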
MEKK2wt PB1 HTS – raises or lowers MEK5 binding to wildtype human MEKK2 PB1 domain. Q9Y2U5. bead flow cytometry, Alexa488-MEK5 binding to MEKK2 WT; actives lie on both sides. binding response (% of control), % at 10 µM. hit rate 1.1% among 290,000. AID 1531; in the data active = binding response below about 67% or above about 130%
* = called active by the depositor; x = not tested or not shown.

SMILES	NALP1 inh	OXTR potentiator	GPR7 antagonist	V1R ag counter	OXTR ag	GalR3 antag	MEKK2 mut-MEK5	M18AAP inhibitor	MEKK2wt PB1 HTS
OCCN(Cc1nc(-c2ccc3c(c2)OCO3)no1)Cc1cccs1	-1.5	-7.2	-4.9	0.4	3.3	3.1	0.0	-0.3	100.0
N#CCCN1CCCc2cc(N=Nc3ccc(C(F)(F)F)cc3)ccc21	17.0	-8.5	-9.3	-0.3	0.2	-4.2	2.0	-3.2	109.0
COc1ccc(CCN(C)C2CCCN(C(=O)c3sccc3C)C2)cc1OC (configuration not stated)	15.4	0.3	-15.2	0.2	-0.7	-1.5	5.0	4.3	102.0
Cc1cc2c(C)ccc(C)c2nc1SCC(=O)c1cccs1	34.2	-6.4	-8.0	5.6	1.9	-4.8	0.0	0.3	97.0
CN(Cc1ccccc1)S(=O)(=O)c1ccc(Cl)c(C(=O)NCCc2ccccn2)c1	-12.0	-0.1	-7.2	2.5	1.2	-3.4	x	5.2	x
COC(=O)C1=C(c2ccc(OC)cc2)OC(=O)C1(C)C	2.1	-9.4	-8.9	-0.3	-0.5	-6.8	-1.0	6.0	104.0
Cc1ccc(OCc2nc(-c3ccccc3)no2)cc1	x	4.0	-3.2	-0.4	-1.0	-2.3	0.0	0.8	102.0
O=c1[nH]c(=S)[nH]nc1Cc1ccc(Cl)c(Cl)c1	-8.5	-12.0	-4.9	4.6	4.5	-10.1	6.0	8.1	104.0
COc1ccc(Cl)cc1C(=O)Nn1cnc2ccccc2c1=O	1.1	1.2	0.1	1.3	-0.9	2.3	-3.0	2.5	102.0
Cc1cc2[nH]ncc2cc1NC(N)=S	12.9	-3.3	-9.7	0.1	1.7	-1.0	0.0	4.6	100.0
COc1ccc(CCNc2ncnc3c2c(C)c(C)n3CCCN(C)C)cc1OC	36.6	-3.0	-13.8	1.6	1.0	-5.8	4.0	-4.9	111.0
N#CCCNCC1(c2ccccc2)CCCC1	-5.2	-7.6	3.1	-0.4	0.5	-0.9	-6.0	-16.7	95.0

The last 3 records of the part above come first, to join the parts:
SMILES	NALP1 inh	OXTR potentiator	GPR7 antagonist	V1R ag counter	OXTR ag	GalR3 antag	MEKK2 mut-MEK5	M18AAP inhibitor	MEKK2wt PB1 HTS
Cc1cc2[nH]ncc2cc1NC(N)=S	12.9	-3.3	-9.7	0.1	1.7	-1.0	0.0	4.6	100.0
COc1ccc(CCNc2ncnc3c2c(C)c(C)n3CCCN(C)C)cc1OC	36.6	-3.0	-13.8	1.6	1.0	-5.8	4.0	-4.9	111.0
N#CCCNCC1(c2ccccc2)CCCC1	-5.2	-7.6	3.1	-0.4	0.5	-0.9	-6.0	-16.7	95.0
O=C(NCCO)/C(=C\c1ccc([N+](=O)[O-])o1)NC(=O)c1ccccc1	3.5	-7.6	-9.0	-0.4	0.5	0.5	-4.0	2.8	96.0
CC(OC(=O)c1cccc(S(=O)(=O)N2CCCC2)c1)C(=O)c1ccccc1 (configuration not stated)	7.0	-3.1	-6.2	3.2	0.1	-1.8	4.0	-0.4	103.0
COC(=O)c1cc(COc2ccc3oc(C)c(C(=O)OC)c3c2)c(C)o1	-6.9	-3.0	-17.2	0.8	-0.7	0.5	3.0	-2.4	102.0
COc1ccc(C)cc1NC(=O)C1CCCN(S(=O)(=O)c2ccc3c(c2)CCCN3C(C)=O)C1 (configuration not stated)	-1.4	-18.1	-11.8	-0.1	-0.4	-4.0	8.0	4.8	101.0
CSc1nc2nc(-c3ccccc3)cc(C(F)(F)F)n2n1	27.1*	-3.0	-2.7	-1.8	-2.2	-4.8	5.0	-1.1	104.0
CC(C)Oc1ccc(CCC(=O)NNC(=O)CCC(=O)O)cc1	-3.1	-0.2	-3.0	0.0	0.3	-3.9	-17.0	-4.6	91.0
CC1(C)CC(=O)C2=C(C1)N(c1ccc(F)cc1)C(=O)C2(NC(=O)c1ccccc1)C(F)(F)F (configuration not stated)	-5.4	4.0	-4.2	0.5	0.3	x	1.0	-1.5	101.0
CCn1c2ccccc2c2cc(NC(=O)CSc3nnc(-c4ccccc4)o3)ccc21	8.0	-10.0	1.5	-1.1	-1.6	-0.3	-1.0	-4.6	100.0
COc1ccccc1-c1cc(C(=O)NCCN2CCOCC2)no1	17.0	3.6	-2.0	0.0	0.7	-6.0	4.0	6.1	97.0
O=C(C1CCN(C2CCN(Cc3cccc4c3OCO4)CC2)CC1)N1CCOCC1	18.3	-0.1	-18.6	0.4	0.5	3.0	1.0	-2.3	104.0
Cc1cc(C)cc(OC(=O)COc2ccccc2C)c1	13.8	-4.6	9.0	-1.6	-1.8	5.8	0.0	-3.1	101.0
c1csc(CNc2ccc3c(c2)OCCO3)c1	x	-4.1	2.0	2.1	0.3	-1.0	-1.0	6.1	98.0
NS(=O)(=O)c1ccc(CCNC(=O)c2ccc(CS(=O)(=O)c3ccc(Br)cc3)o2)cc1	5.2	-5.1	-1.3	0.3	5.0	0.1	3.0	2.2	104.0
O=C(N[C@@H](Cc1ccccc1)C(=O)Nc1ccc(F)cc1)C1CCNCC1	27.6	-8.1	4.3	1.1	1.0	-9.2	-2.0	-7.8	98.0
Cc1ccc(NC(=S)Nc2cccnc2)c(S(=O)(=O)N2CCCCC2)c1	-19.3	-8.3	1.8	0.3	0.4	-0.2	1.0	-1.3	117.0
CCCn1nc(C(=O)N2CCc3ccccc3C2)c2ccccc2c1=O	8.1	-5.8	7.2	-0.9	-2.4	0.8	-4.0	-11.1	99.0
CC(C)(C)NC(=O)CSc1nncn1NCc1ccccc1	11.5	-8.3	4.7	0.8	2.9	-4.8	4.0	-0.8	104.0
CC(=O)NC(c1cc(Cl)c2ccccc2c1O)C(C)C (configuration not stated)	x	-2.7	x	0.1	0.3	-4.2	x	x	x
COc1cccc(CNC(=O)CCC2CCCN(C(=O)c3cscn3)C2)c1 (configuration not stated)	3.8	4.5	-4.1	0.1	1.4	-6.3	-10.0	-0.4	88.0
CCOC(=O)c1cnc2c(c(C)nn2CC)c1NCCN1CCOCC1	6.9	-14.1	-12.8	-0.6	0.1	1.1	8.0	-4.3	110.0
C=C(C)C1Cc2c(C)nn(-c3nc(C)cc(C)n3)c2C1 (configuration not stated)	13.4	-8.4	1.5	-1.5	-2.5	-3.8	-1.0	0.6	101.0
Nc1[nH]c(N=NC(=O)c2ccccc2)c2ccccc12	5.7	-7.9	-2.8	0.0	1.1	0.7	-2.0	6.2	99.0
CC(C)CN(C(=O)/C=C/c1nc2ccccc2s1)C1CCS(=O)(=O)C1 (configuration not stated)	x	-3.6	x	0.8	-1.4	-3.7	x	x	x
CCOc1ccc(N(C(=O)c2cc3ccccc3oc2=O)C2C=CS(=O)(=O)C2)cc1 (configuration not stated)	5.8	2.2	-0.4	0.3	1.0	-4.6	1.0	-17.0	110.0
CC(=O)Nc1ccc(Nc2nc(-c3sc(C)nc3C)cs2)cc1	9.8	-21.3	-18.1	-0.1	-1.4	-10.5	4.0	9.2	110.0
COc1cc2c(cc1OC)C(CC#N)=NC(C)(C)C2	3.0	2.1	10.9	-1.2	-2.9	x	4.0	-13.6	109.0
NC(=O)c1ccccc1NC(=O)CSc1cn[nH]n1	0.9	-7.4	-0.5	0.6	0.3	-7.4	8.0	14.3	99.0
Cn1c(=O)c2c(nc(SCc3nc(N)nc(N4CCCCC4)n3)n2C)n(C)c1=O	36.8	1.3	-2.1	0.0	0.4	1.2	-3.0	-1.0	101.0
CN1C(=O)c2ccc(NC(=O)c3cccc(N4C(=O)CCC4=O)c3)cc2C1=O	-18.5	-11.8	-12.4	-0.5	-0.2	-4.7	2.0	0.4	99.0
O=C(O)C[C@H]1c2ccc(C(F)(F)F)cc2S(=O)(=O)N1C1CCCCC1	x	0.0	x	-0.6	-0.3	-6.9	0.0	x	100.0
COc1cccc(-c2nnn(CC(=O)Nc3cc(OC)c(NC(=O)c4ccco4)cc3OC)n2)c1	10.9	-6.8	-2.1	0.2	-0.4	-2.6	1.0	1.3	99.0
Cc1cccc(NC(=O)CN2C(=O)S/C(=C\c3ccccn3)C2=O)c1	10.5	-3.1	-5.8	0.6	0.5	-6.7	-2.0	1.1	99.0
CN=C(c1ccco1)n1c(=S)nc(-c2ccco2)n(C)c1=S	-0.8	-5.7	-5.4	0.9	0.3	-1.2	0.0	9.6	100.0
COCCCNc1nc2c(-c3cccc(C(F)(F)F)c3)nnn2c2ccccc12	16.8	-2.2	-13.5	0.8	-0.6	x	-3.0	0.4	89.0
C[C@]12CCC3C(CC[C@H]4CC(O)CC[C@]34C)C1CC/C2=N/O (some centres not stated)	29.9	-12.2	8.3	4.8	2.5	-5.4	10.0	-8.0	110.0
O=C(CN1C(=O)CCSc2ccccc21)Nc1ccc(F)cc1	3.5	-1.4	1.2	0.5	0.3	-5.0	-4.0	1.1	96.0
CSc1nc2n(n1)C(C)C1=C(CCCC1=O)N2 (configuration not stated)	17.3	-1.0	-1.8	-0.6	1.6	0.3	-1.0	5.8	101.0
COc1ccc(NC(=O)N(Cc2cc3cc(C)ccc3[nH]c2=O)CC2CCCO2)cc1 (configuration not stated)	x	1.7	-15.4	0.3	-1.9	0.6	30.0	4.7	119.0
NC(=O)c1ccc(NC(=O)CNCc2ccccc2Cl)cc1	11.4	-3.7	5.8	1.1	1.7	-6.0	7.0	-1.0	100.0
C=CCN1CCN(C(=O)c2cc3c(s2)CCCC3)CC1	20.1	-11.1	-6.8	0.3	-0.8	-3.6	11.0	-18.7	115.0
CN(C)S(=O)(=O)c1ccc(Cl)c(C(=O)Nc2ccccc2[N+](=O)[O-])c1	24.4	-7.8	-6.9	0.9	-0.8	-0.1	-1.0	6.5	107.0
CC1(C)CC(=O)C(C(N)=NC(=O)c2ccc([N+](=O)[O-])cc2)=C(O)C1	-4.1	-5.7	-15.9	-0.3	0.7	-3.9	-10.0	-2.2	96.0
COCCn1c(SCC(=O)N2CCCc3ccccc32)nc2ccccc2c1=O	-28.8	-2.2	-7.7	-0.8	-2.0	-3.3	0.0	3.8	94.0
N#Cc1nc(-c2ccc(F)cc2)oc1NCc1ccccc1	-20.3	-4.2	10.8	-0.5	-1.3	2.3	-1.0	-7.3	97.0
COCCNC(=S)NCc1cccs1	-8.1	-9.8	3.9	0.4	0.0	-4.3	0.0	2.1	100.0
Cn1c(-c2cccc(Br)c2)cnc1NCc1cccnc1	36.2	0.0	-14.4	-0.1	0.8	-5.1	0.0	15.9	107.0
O=C(CSc1cccc[n+]1[O-])Nc1cc2c(cc1Cl)C(=O)c1ccccc1C2=O	54.8*	-3.1	-8.5	-0.2	0.8	-3.8	-3.0	23.3	91.0
O=C(Nc1cccc(F)c1)C1CCCN(c2cnccn2)C1 (configuration not stated)	4.9	-2.5	-8.7	1.6	2.0	-0.6	2.0	-5.7	103.0
C[C@H](C(=O)C=[N+]=[N-])N1C(=O)c2ccccc2C1=O	-8.5	-11.3	-7.4	1.1	-0.8	x	5.0	0.1	121.0
O=C(N/N=C/c1cc2ccccc2nc1Cl)[C@H]1C[C@@H]1c1ccccc1	9.0	-11.2	-5.7	0.7	-0.6	-2.3	1.0	-7.5	108.0
